G9a inh – blocks human histone lysine methyltransferase G9a; Q96KQ7; G9a H3K9 monomethylation, AlphaScreen, 2 h; Potency, µM (titrated, usually from 102 µM), for inactives: top-dose activity, negative = inhibition, usual class: inhibitors; 8.8% of 350,000 active; also: % is scaled to controls: 0 for no effect and ±100 for the full control effect; nearly all actives have a fitted effect of over 75% in size
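Quantitative HTS format: methyltransferase activity on a biotin-tagged H3K9 peptide is measured by AlphaScreen, using a rabbit anti-monomethyl-H3K9 antibody with streptavidin donor and anti-IgG acceptor beads. Final levels are 20 nM enzyme, 500 nM peptide, 20 uM SAM; 2 h RT.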
BAZ2B block – blocks human BAZ2B; 4.4% of 360,000 active; AlphaScreen BAZ2B-H3K14Ac peptide displacement; Potency, µM (titrated, usually from 114 µM), for the others: top-dose activity change, negative = inhibition, usual class: inhibitors; also: % is scaled to controls: 0 for no effect and ±100 for the full control effect; nearly all actives have a fitted effect of over 60% in size
Target sequence (Q9UIF8 whole entry, looked up): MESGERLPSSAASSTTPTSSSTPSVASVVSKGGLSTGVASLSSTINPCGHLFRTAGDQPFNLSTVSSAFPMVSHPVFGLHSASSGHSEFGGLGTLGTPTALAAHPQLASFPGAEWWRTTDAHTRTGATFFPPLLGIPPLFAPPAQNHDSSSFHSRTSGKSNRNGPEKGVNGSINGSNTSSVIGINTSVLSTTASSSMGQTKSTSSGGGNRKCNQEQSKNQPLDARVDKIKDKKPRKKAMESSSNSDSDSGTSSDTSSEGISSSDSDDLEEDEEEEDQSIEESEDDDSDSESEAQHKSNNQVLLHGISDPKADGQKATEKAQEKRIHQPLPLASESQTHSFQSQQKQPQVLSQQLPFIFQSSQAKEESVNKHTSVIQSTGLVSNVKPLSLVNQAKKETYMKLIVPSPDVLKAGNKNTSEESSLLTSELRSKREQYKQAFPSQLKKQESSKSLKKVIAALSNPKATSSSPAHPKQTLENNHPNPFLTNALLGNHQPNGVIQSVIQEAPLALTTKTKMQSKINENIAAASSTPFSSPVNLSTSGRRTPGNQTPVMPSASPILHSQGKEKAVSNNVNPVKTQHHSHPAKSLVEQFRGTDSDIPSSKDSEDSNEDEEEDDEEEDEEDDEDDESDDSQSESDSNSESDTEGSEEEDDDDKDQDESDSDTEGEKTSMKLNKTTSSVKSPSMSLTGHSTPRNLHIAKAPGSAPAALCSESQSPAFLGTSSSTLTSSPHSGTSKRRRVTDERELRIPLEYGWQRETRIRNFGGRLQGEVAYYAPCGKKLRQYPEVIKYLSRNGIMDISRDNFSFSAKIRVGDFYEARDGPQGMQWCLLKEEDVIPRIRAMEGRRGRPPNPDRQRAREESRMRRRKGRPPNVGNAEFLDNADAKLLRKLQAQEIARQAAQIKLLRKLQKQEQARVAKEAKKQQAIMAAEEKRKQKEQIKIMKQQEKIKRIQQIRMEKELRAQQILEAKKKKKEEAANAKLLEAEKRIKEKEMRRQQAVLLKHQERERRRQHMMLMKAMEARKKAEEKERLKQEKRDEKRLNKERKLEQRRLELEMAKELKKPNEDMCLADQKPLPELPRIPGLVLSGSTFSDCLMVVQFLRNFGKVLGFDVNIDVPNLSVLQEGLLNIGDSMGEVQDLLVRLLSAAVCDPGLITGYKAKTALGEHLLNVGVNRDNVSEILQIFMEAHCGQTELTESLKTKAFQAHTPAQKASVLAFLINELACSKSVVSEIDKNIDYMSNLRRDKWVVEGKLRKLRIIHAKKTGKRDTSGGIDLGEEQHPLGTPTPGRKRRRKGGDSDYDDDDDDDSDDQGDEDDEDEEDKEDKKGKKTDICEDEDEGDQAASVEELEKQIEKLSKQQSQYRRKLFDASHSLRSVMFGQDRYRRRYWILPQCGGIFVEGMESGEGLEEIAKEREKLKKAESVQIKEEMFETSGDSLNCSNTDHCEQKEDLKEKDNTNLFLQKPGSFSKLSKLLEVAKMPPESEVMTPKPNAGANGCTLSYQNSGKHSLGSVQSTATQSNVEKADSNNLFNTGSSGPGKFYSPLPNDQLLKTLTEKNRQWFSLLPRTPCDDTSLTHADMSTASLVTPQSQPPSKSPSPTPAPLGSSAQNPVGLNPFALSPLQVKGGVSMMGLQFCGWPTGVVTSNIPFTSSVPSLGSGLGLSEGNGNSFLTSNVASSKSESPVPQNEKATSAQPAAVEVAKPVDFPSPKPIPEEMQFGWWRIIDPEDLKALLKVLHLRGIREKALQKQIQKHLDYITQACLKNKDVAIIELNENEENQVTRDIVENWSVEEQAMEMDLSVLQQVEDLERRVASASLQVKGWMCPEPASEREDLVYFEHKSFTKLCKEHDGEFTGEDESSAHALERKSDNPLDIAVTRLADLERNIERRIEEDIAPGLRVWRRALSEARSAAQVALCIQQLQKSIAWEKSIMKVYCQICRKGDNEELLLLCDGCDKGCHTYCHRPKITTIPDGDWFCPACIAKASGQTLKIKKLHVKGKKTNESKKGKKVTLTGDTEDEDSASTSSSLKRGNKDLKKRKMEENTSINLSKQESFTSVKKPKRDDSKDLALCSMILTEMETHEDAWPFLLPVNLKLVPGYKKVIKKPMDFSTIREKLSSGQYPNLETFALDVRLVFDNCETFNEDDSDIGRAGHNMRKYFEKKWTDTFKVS
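BAZ2B (50 nM) with biotin-H3(5-23)K14Ac peptide (50 nM) in PBS pH 7.4, 0.01% Tween-20, preformed 30 min, then compound 30 min at room temperature; top concentration 110uM. AlphaScreen streptavidin donor/nickel chelate acceptor beads (10 ug/mL final), 20 min dark, signal read.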
JMJD2A Tudor inh – JMJD2A Tudor domain (human) inhibition; AID 504339; AlphaScreen JMJD2A-Tudor / H3K4me3 peptide binding; 4.4% of 390,000 active; O75164; Potency, µM (highest dose often 114 µM), without a hit: at the highest dose activity change, negative = inhibition, actives largely listed as inhibitors; also: % is scaled to controls: 0 for no effect and ±100 for the full control effect; nearly all actives have a fitted effect of over 50% in size
POLH inh – inhibitors of human DNA polymerase eta; recombinant Pol eta, fluorescent DNA replication assay; Potency, µM (doses to about 114 µM), without a hit: top-dose activity change, negative = inhibition, usual class: inhibitors; 1.2% of 390,000 active; AID 588591; also: % is scaled to controls: 0 for no effect and ±100 for the full control effect
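Pol eta (10 nM) was preincubated with compounds for 15 min at room temperature, after which fluorescent replication substrate (50 nM final) was added to start the reaction. Fluorescence was read kinetically at 0 and 10 min.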
POLK inh – blocks human DNA polymerase kappa activity. Q9UBT6. purified Pol kappa, fluorescent DNA synthesis assay, 10 min. Potency, µM (doses to about 107 µM), for inactives: at the highest dose activity, negative = inhibition, hits mostly inhibitors. 0.53% of 400,000 active. AID 588579; also: % is scaled to controls: 0 for no effect and ±100 for the full control effect
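10 nM Pol kappa was preincubated with compounds for 15 min at room temperature. Reaction started with 50 nM (final) substrate. Fluorescence read kinetically at 0 and 10 min.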
POLB inh – DNA polymerase beta (human) inhibition. Potency, µM (series often up to 114 µM), inactives show at the top dose activity change, negative = inhibition, usual class: inhibitors. 1.3% of 340,000 active. Pol beta primer extension/strand displacement, fluorescence kinetic; also: % is scaled to controls: 0 for no effect and ±100 for the full control effect
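Enzyme-only controls used 10 nM Pol beta; buffer lacking enzyme served as negative control. Compound preincubated 15 min, then 50 nM substrate added; 0 and 10 min reads at room temperature.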
BLM inh – Bloom syndrome helicase (human) inhibition; Potency, µM (titrated, usually from 56.1 µM), without a hit: top-dose activity change, negative = inhibition, hits mostly inhibitors; 0.2% of 350,000 active; AID 2528; recombinant BLM DNA unwinding, fluorescence dequenching; P54132;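 also: plate controls were vehicle for no effect and no enzyme for full effect; nearly all actives have a fitted effect of over 35% in size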
APE1 inh – inhibitors of human APE1 endonuclease | recombinant APE1, TAMRA/BHQ-2 abasic DNA cleavage fluorescence | Potency, µM (top dose mostly 65.8 µM), inactives show at the highest dose activity change, negative = inhibition, hits mostly inhibitors | 0.35% of 350,000 active | AID 2517;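 also: plate controls were vehicle for no effect and reference inhibitor for full effect; nearly all actives have a fitted effect of over 55% in size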
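APE1 at 0.75 nM final was preincubated with compound 15 min at room temperature, then 50 nM double-stranded THF abasic-site substrate (5'-TAMRA/3'-BHQ-2) was added. Fluorescence (ex 525/em 598 nm) was read kinetically; third-minus-first read gave activity.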
POLI inh – blocks human DNA polymerase iota activity. Potency, µM (doses to about 115 µM), inactives show top-dose activity, negative = inhibition, hits mostly inhibitors. 1% of 390,000 active. Q9UNA4. Pol iota fluorescent replication assay, 10 min
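Fluorescent replication assay read twice, at 0 min and 10 min after adding 50 nM (final) substrate. Enzyme (10 nM) and compounds were first incubated 15 min at room temperature; enzyme-free buffer wells were negative controls.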
Starred values were filed as active, the others as inactive; ? = inconclusive; / = no result given; & = joins results of further samples; [ ] = dose if it differs, or a comment. Calls follow the shape of the dose curve; as a rule, active = well fitted curve in the direction sought with a large enough effect; inconclusive = small, poorly fitted or top-dose-only effect, or another doubt; inactive = no such curve, though single readings can be large; an effect the other way counts as inactive or inconclusive. Potency is read from the fitted curve at half-maximal effect.

SMILES | G9a inh | BAZ2B block | JMJD2A Tudor inh | POLH inh | POLK inh | POLB inh | BLM inh | APE1 inh | POLI inh
CC(=O)N1C=CN(C(C)=O)C(c2cn(C)c3ccccc23)C1c1cn(C)c2ccccc12 (configuration not stated) | -25%[59 µM] | ? | ? | -4% | -14% | 3% | -6% | ? | -7%
COc1ccc(CCNC(=O)COc2ccc([N+](=O)[O-])cc2)cc1 | -9%[59 µM] | -2% | -23%[11.4 µM] | -20% | -16% | 107% | -6% | 14% | 60%[activator]
CCC(C)(C)n1nnnc1CN1CCN(c2nc3ccc(C)cc3cc2C#N)CC1 | 23%[59 µM] | -1% | -11% | -10% | -2% | 24% | -7% | -7% | 5%
COc1ccc(/C=C/C(=O)NCC2COc3ccccc3O2)cc1OC (configuration not stated) | 5% | -4% | -6% | -12% | -4% | -27% | -3% | -3% | 55%[activator]
COc1ccc(CN2CCNC(=O)C2CC(=O)NCc2ccc(C)s2)c(OC)c1 (configuration not stated) | -45% | -19% | -17% | -4% | -6% | -2% | -1% | 3% | 40%[activator]
COc1ccc(-n2nnnc2SCC(=O)Nc2cccc(NC(C)=O)c2)cc1OC | ? | 4% | -13% | -13% | -6% | ? | -2% | 2% | 19%
Nn1c(SCc2ccccc2)nnc1-c1ccccn1 | -7%[12.7 µM] | 14µM* | 6% | -10% | -10% | 6% | -1% | -2% | 32%[activator]
CCNc1nc(Oc2ccc(C(=O)OCC)cc2)nc(N2CCOCC2)n1 | 6% | -4% | / | / | / | 6% | 5% | -2% | /
COc1ccccc1NC(=O)N1CCC(c2nc3ccccc3o2)CC1 | -7%[59 µM] | -25% | -13% | -2% | -12% | 27% | 0% | 0% | -7%
CCOC(=O)Nc1cc2c(c(N)n1)N=C(c1ccccc1)CN2 | / | / | 0% | ? | -24% | / | / | / | ?

Shown as a hit in BAZ2B block, among the entries above:
SMILES | G9a inh | BAZ2B block | JMJD2A Tudor inh | POLH inh | POLK inh | POLB inh | BLM inh | APE1 inh | POLI inh
Nn1c(SCc2ccccc2)nnc1-c1ccccn1 | -7%[12.7 µM] | 14µM* | 6% | -10% | -10% | 6% | -1% | -2% | 32%[activator]

By substructure: the compounds so far containing sulfur (3)
SMILES | G9a inh | BAZ2B block | JMJD2A Tudor inh | POLH inh | POLK inh | POLB inh | BLM inh | APE1 inh | POLI inh
COc1ccc(CN2CCNC(=O)C2CC(=O)NCc2ccc(C)s2)c(OC)c1 (configuration not stated) | -45% | -19% | -17% | -4% | -6% | -2% | -1% | 3% | 40%[activator]
COc1ccc(-n2nnnc2SCC(=O)Nc2cccc(NC(C)=O)c2)cc1OC | ? | 4% | -13% | -13% | -6% | ? | -2% | 2% | 19%
Nn1c(SCc2ccccc2)nnc1-c1ccccn1 | -7%[12.7 µM] | 14µM* | 6% | -10% | -10% | 6% | -1% | -2% | 32%[activator]

Next results follow:
SMILES | G9a inh | BAZ2B block | JMJD2A Tudor inh | POLH inh | POLK inh | POLB inh | BLM inh | APE1 inh | POLI inh
Cc1[nH]c2ccccc2c1/C=N/Nc1ccc([N+](=O)[O-])cc1 | 8.9µM* | ? | -28% | -16% | -9% | 3%[57.1 µM] | -8% | -3% | 141%[activator]
Cn1c(C(=O)N[C@@H](C(=O)O)c2ccccc2)cc2cc(F)ccc21 | 3% | -19% | -7% | -12% | -21% | 4% | -2% | 26% | 28%
O=C(CN1CCCCCC1)NCc1ccccc1 | 23%[59 µM] | -7% | -7% | -4% | -4% | 23% | -6% | ? | -14%
Cc1ccc(C2=NN(C(=O)CCC(=O)O)C(c3cn(-c4ccccc4)nc3-c3ccc(C)cc3)C2)cc1 (configuration not stated) | ? | / | 50µM* | ? | -5%[60.1 µM] | 22µM* | ? | -3% | 1%
O=[N+]([O-])c1cnc2ccccc2c1 | ? | -31% | -13% | 2% | -11% | 21% | -1% | 0% | 152%[activator]
O=C(Nc1ccc(N2CCCC2)c(Cl)c1)c1ccccc1[N+](=O)[O-] | ? | ? | ? | -2% | -4%[60.1 µM] | -3% | -2% | 0% | -2%
Cc1ccc(NC(=O)Cn2nnnc2-c2ccccc2N)cc1 | 2%[59 µM] | -4% | -27% | -2% | -20% | -10% | 0% | / | 3%
COCCn1c(=O)c(-c2cccs2)nc2cnc(OCc3ccccc3)nc21 | 6%[12.7 µM] | / | / | / | -2%[60.1 µM] | / | 1% | 0% | /
O=C(Cn1nc(C(F)(F)F)c2c1CCCC2)Nc1cccc(Cl)c1 | 1%[59 µM] | 7% | -3% | -17% | -19%[60.1 µM] | 9% | -6% | / | ?
CC(C)C[C@H](NC(=O)c1nc[nH]c1C(=O)NCc1ccccc1)C(=O)OCc1ccccc1 | 6%[59 µM] | -16% | -28% | ? | -12% | -2% | -16% | -8% | ?
Cc1nnc(SCC(=O)N2CCCCCC2)n(N)c1=O | 9% | -21% | -5% | 5% | -7% | 6% | -9% | -4% | 111%[activator]
COc1ccc(C(C)(C)C)cc1S(=O)(=O)N1CCN(C)CC1 | 14%[59 µM] | 6% | 4% | -5% | -11% | 4% | 0% | 1% | 21%
CC(O)Cn1cnc2c1c(=O)n(C)c(=O)n2C (configuration not stated) | 21% | -3% | -10% | -3% | 0% | -1% | -4% | 3% | ?
CCn1cc(C(=O)N2CCN(c3ccc(C(C)=O)cc3)CC2)c2cc(OC)c(OC)cc2c1=O | -7% | -28%&-6% | -18%&-12% | -2%&5% | -7%&-11% | 1%&16% | -3%&-1% | -3% | 23%&3%
Cc1sc2nc(SCC(=O)c3cccs3)n(Cc3ccco3)c(=O)c2c1C | -23%[59 µM] | -6% | -4% | -11% | 3% | 2% | -6% | -2% | 11%
CCc1nn(CC(=O)NCCCN(CC)CC)c(=O)c2cc3occc3n12 | 7%[59 µM] | 1% | -17% | -11% | 3% | 51% | 2% | / | 24%
COc1nc(-c2cnccn2)sc1C | ? | 0% | 2% | 13% | -8% | 15% | -1% | 0% | 15%
CCCCC(=O)OCC(=O)Nc1ccc(OC(F)F)cc1 | -26%[59 µM] | 2% | 15% | -6% | -6% | 10% | -1% | -1% | 19%
CCC1CCCCN1C(=O)COc1ccc(S(=O)(=O)N2CCOCC2)cc1Cl (configuration not stated) | -27%[12.7 µM] | -1% | 7% | -14% | 3% | / | / | 22% | 10%
CCOc1cccc(CNCc2ccncc2)c1 | ? | -27% | -8% | -7% | -7% | 1% | -4% | 24% | -26%
CN=C(Nc1ccc(Cl)cc1)c1cccc(C(F)(F)F)c1 | 44%[59 µM] | -3% | -6% | -6% | -11% | 28% | -2% | -6% | 8%
Cc1ccc(C(C)C)c(Oc2cnccn2)c1 | 6%[0.501 µM] | 12% | 10% | -13% | 21% | 25% | -2% | 3% | -7%
O=C(c1ccc([N+](=O)[O-])cc1)N1CCN(c2ncccn2)CC1 | / | / | -4% | -14% | 5% | / | / | / | 19%
CCC(=O)NC(c1cccc([N+](=O)[O-])c1)c1c(O)ccc2ccccc12 (configuration not stated) | -26% | -14% | -13% | 2% | -19% | 2% | -6% | -5% | 89µM*
Cc1c(C(=O)OC(C)C(=O)N(C)Cc2ccccc2)oc2ccccc12 (configuration not stated) | / | / | -3% | -14% | 0% | / | / | -16% | 20%
CCCCCc1ccc(CC(=O)Nn2c(C)nc3ccccc3c2=O)cc1 | 6%[12.7 µM] | -8% | -19% | -5% | -11% | -29% | 2% | -10% | -9%
Cn1c(Cn2c(=O)sc3ccccc32)nnc1SCC(=O)N1CCCc2ccccc21 | ? | -4% | -2% | -21% | 3% | 26% | 3% | -1% | 28%
CCCCC(=O)NCCc1cc2c(C)ccc(C)c2[nH]c1=O | / | / | -1% | -30% | -5% | / | / | / | 25%
COc1ccc(-c2cn3c(C)c(C(=O)Nc4cc(NC(C)=O)ccc4OC)sc3n2)cc1 | 14µM* | -23% | -12% | -2% | 0% | 0% | -7% | 3% | ?
COc1cccc(C(=O)COC(=O)C(C)N2C(=O)C3C4C=CC(C4)C3C2=O)c1 (configuration not stated) | 6%[12.7 µM] | 6% | 3% | -19% | 2% | 1% | 2% | 3% | 26%
CCN1CCSc2ccc(C(=O)Nc3ccc(NC(C)=O)cc3)cc21 | 50µM* | -10% | -24% | -1% | 2%[60.1 µM] | 2% | -9% | -1% | 7%
CCOC(=O)c1cn(Cc2ccccc2)c(C(=O)OC(C)(C)C)c1O | / | / | -14% | -18% | -13% | / | / | / | 10%
O=C(O)c1ccc2c(c1)C(=O)N(c1nccs1)C2=O | ? | ? | -16% | 5% | -30% | -24% | 2% | 8% | -3%
COc1ccc(CCNC(=O)C(C)SCC(=O)Nc2ccc(F)cc2)cc1 (configuration not stated) | / | / | -10% | -21% | -10% | / | / | -5% | 2%
CSc1ccccc1OCc1cc(C(=O)N(C)C2CCCc3ccccc32)no1 (configuration not stated) | -6% | -1% | 7% | -15% | -3% | 94% | -9% | 13% | -22%
COc1cccc(N2CN(C3CCCCC3)CNC2=S)c1 | -1% | -2% | 3% | -15% | 1% | 32% | 1% | 1% | 14%
COCCNC(=O)CN1C(=O)CC(C)(C)S(=O)(=O)c2ccccc21 | 9% | 0% | -12% | 1% | 3% | 28% | 0% | -4% | 11%
O=C(NCc1ccc2[nH]c3c(c2c1)CCCC3)c1ccc(S(=O)(=O)N2CCCCC2)cc1 | 71µM* | -32% | -21% | -10% | -16% | -16% | -7% | ? | ?
COc1cccc(C(=O)NN2C(=O)C3C4C=CC(O4)C3C2=O)c1 (configuration not stated) | ? | -2% | -8% | -1% | -5% | 7% | 0% | 1% | -7%
CC(C)n1cc(CN2CCC(n3nccc3NC(=O)Cc3ccccc3)CC2)cn1 | 3% | -36% | -3% | -3% | -22% | 19% | 0% | 19% | -12%
CCCN(CCC)C(=O)C[n+]1cccc(/C=N/O)c1 | 35%[59 µM] | -4% | -1% | -9% | 2% | 16% | 3% | 6% | 238%[activator]
O=C(NC1CC2CCCC(C1)N2Cc1cccs1)c1ccc([N+](=O)[O-])cc1 (configuration not stated) | 11% | -8% | / | / | / | 9% | -3% | -1% | /
Cc1ccc(C)c(NC(=O)c2cccc(Oc3ccc([N+](=O)[O-])cc3Cl)c2)c1 | ? | -2% | -20% | -8% | -1% | -17%[57.1 µM] | -1% | -3% | 8%
Cc1oc(-c2ccc(C(=O)NCc3ccccc3)cc2)nc1CN1CCc2ccccc21 | -3%[12.7 µM] | ? | ? | -11% | -5%[60.1 µM] | 22% | -9% | / | 14%
O=C(c1ccc(CN2CCc3ccccc3C2)cc1)N1CCN(c2ccc(F)cc2)CC1 | / | / | ? | -25% | -18% | / | / | / | 32%[activator]

Compound activity from PubChem BioAssay.

Some of the compounds tested; the hit share may differ from the screen's.
